Wee1 stabilizer = blocks degradation of human Wee1 kinase; P30291; HeLa Luc-Wee1K328M stability, luciferase luminescence; 100% = proteasome inhibitor MG132 effect; reporter increase, % at 5 µM; actives 1.2% (n = 220,000); AID 1321;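 active = activation above the mean of all tested compounds plus 3 SD, set per screening run, cut at about 8.8% in these data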;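 note: cells exposed to compound for 20 h before luminescence read; 0% = DMSO alone and 100% = MG132 at 30 µM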
Target sequence (P30291 whole entry K328M): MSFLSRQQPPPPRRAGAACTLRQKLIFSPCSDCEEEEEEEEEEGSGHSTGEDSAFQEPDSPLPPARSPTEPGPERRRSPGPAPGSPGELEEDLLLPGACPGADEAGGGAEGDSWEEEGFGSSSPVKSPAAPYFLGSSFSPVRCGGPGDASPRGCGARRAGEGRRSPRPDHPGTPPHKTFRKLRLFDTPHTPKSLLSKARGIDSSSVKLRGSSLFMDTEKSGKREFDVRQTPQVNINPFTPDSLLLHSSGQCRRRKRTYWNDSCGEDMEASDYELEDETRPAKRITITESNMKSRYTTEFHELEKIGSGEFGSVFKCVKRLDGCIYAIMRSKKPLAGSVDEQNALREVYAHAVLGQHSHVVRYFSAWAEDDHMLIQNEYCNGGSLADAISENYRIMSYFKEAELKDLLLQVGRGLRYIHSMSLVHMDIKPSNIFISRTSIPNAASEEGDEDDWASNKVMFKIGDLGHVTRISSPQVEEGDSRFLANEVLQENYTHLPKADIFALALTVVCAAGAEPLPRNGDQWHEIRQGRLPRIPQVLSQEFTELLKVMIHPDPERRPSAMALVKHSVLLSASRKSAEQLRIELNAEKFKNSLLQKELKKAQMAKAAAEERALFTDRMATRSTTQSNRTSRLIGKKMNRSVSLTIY
TRPN1 ag = zebrafish TRPN1 (NompC) channel agonism | activation, % at 3 µM | actives 0.18% (n = 220,000) | HEK293 zebrafish TRPN1-YFP, Fluo-8 calcium fluorescence; 100% = response to 87 µM carbachol;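 active = activation above its plate's cutoff, the mean activation of test wells on that plate plus 3 SD, cut at about 19% in these data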;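 note: 0% = DMSO alone and 100% = 87 µM carbachol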
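Material: zebrafish TRPN1-YFP in HEK293 cells; Doses: single test compound dose, 3 µM nominal, 0.3% DMSO; Timing: dye loading 1 h at 37 °C, then 30 min room temperature; Technique: intracellular calcium fluorescence with Fluo-8; Benchmarks: high carbachol 87 µM, low DMSO alone.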
TNF death inh = TNF-alpha cell death inhibition in Jurkat FADD-/- cells | actives 0.068% (n = 220,000) | Jurkat FADD-/- TNF necroptosis rescue, ATP luminescence, 24 h; 0 = TNF only, 100 = no-TNF cells | activation (protection from cell death), % at 10 µM;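 active = activation, meaning protection from cell death, of at least 50% relative to plate controls; inactive = activation below 50%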;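 note: necroptosis triggered by 40 ng/mL TNF-alpha added together with compound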
BaF3 parental = parental Ba/F3 viability inhibition as JAK2V617F counter-screen; CellTiter-Glo ATP luminescence; inhibition, % at 5.6 µM; actives 1.1% (n = 220,000);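 active = inhibition above a per-campaign cutoff, the mean inhibition of all tested compounds plus 3 SD, cut at about 27% in these data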;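 note: 0% = DMSO wells and 100% = JAK Inhibitor I control wells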
RBBP9 inh = inhibitors of human serine hydrolase RBBP9; inhibition, % at 7.94 µM; O75884; actives 0.2% (n = 220,000); recombinant RBBP9, FP-Rh probe fluorescence polarization;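 active = inhibition above the campaign mean of all tested compounds plus 3 SD, cut at about 14% in these data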;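 note: plate controls were DMSO wells with RBBP9 for no effect and wells lacking RBBP9 protein for full effect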
Target sequence (O75884 whole entry, looked up): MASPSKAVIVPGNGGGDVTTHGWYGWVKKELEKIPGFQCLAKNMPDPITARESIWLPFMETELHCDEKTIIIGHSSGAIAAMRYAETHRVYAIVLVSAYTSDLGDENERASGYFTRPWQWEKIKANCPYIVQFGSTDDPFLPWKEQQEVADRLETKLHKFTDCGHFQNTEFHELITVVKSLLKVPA
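System: RBBP9 protein | Quantity: 2.5 µM RBBP9 dispensing solution, before mixing | Reagent: FP-Rh probe, 375 nM dispensing solution | Timing: Enzyme-compound preincubation 30 min, then probe labeling 45 min, 25 °C | Measured by: Fluorescence polarization | Read-out: % inhibition | Replication: One well per compound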
TRPML3 ag = human mucolipin-3 channel agonism; Q8TDD5; HEK293 TRPML3-YFP, Fluo-8 calcium fluorescence; 100% = the carbachol control signal; activation, % at 3 µM; actives 0.29% (n = 220,000); AID 1448;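 active = activation above its plate's cutoff, the mean activation of the plate's test wells plus 3 SD, cut at about 12% in these data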;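 note: 0% = DMSO only wells and 100% = carbachol wells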
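Test system – HEK293 line with stable expression of human TRPML3-YFP channel · Control set – carbachol 87 µM final as high control (100%), DMSO as low control (0%) · Signal – Fluo-8 calcium dye fluorescence, ex 470-495, em 515-575 nm · Incubation – 1-h 37 °C dye load, 5-s basal, 120-s post-compound reads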
PPC-1+TRAIL kill = kills PPC-1 cancer cells in the presence of TRAIL; PPC-1 cells + TRAIL, ATPLite viability luminescence; actives 0.41% (n = 220,000); cell killing (% activity), % at 4 µM; AID 1443;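 active = cell killing above 50% in the first pass at 4 µM, then a duplicate retest at 5 µM averaging 50% or more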;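 note: plate controls were cells with TRAIL plus DMSO for no effect and medium-only wells lacking cells for full effect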
CHOP inh = CHOP inhibition in unfolded protein response | inhibition, % at 10 µM | CHO-K1 CHOP-promoter luciferase, tunicamycin-induced, 15-18 h | actives 3.8% (n = 220,000);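 active = compounds that reduced the stress-induced luciferase reporter signal by more than about 70% of percent inhibition, limit read from the data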;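 note: 0% = tunicamycin plus vehicle and 100% = wells without tunicamycin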
Ba/F3 V617F tox = loss of viability in JAK2V617F-driven Ba/F3 cells | Ba/F3 EpoR-JAK2V617F viability, ATP luminescence | inhibition, % at 5.6 µM | actives 1.1% (n = 220,000);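 active = inhibition above the campaign mean plus 3 SD over all tested compounds, cut at about 24% in these data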;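 note: cytokine-independent growth of Ba/F3 cells driven by EpoR plus mutant JAK2; 0% = DMSO-treated cells and 100% = JAK inhibitor I control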
* hit, by the source's call; · = not tested or not shown; [ ] = remark or other dose.

Each structure is followed by: Wee1 stabilizer, TRPN1 ag, TNF death inh, BaF3 parental, RBBP9 inh, TRPML3 ag, PPC-1+TRAIL kill, CHOP inh, Ba/F3 V617F tox
- CCOC(=O)c1[nH]cnc1C(=O)Nc1ccc(Cl)cc1
    1.2, 0.9, -4.3, 10.2, 1.3, 0.1, 13.5, 26.4, -1.0
- COCc1ccc(C(=O)N2CCCC(C(=O)c3cc(F)ccc3F)C2)s1 (centres undefined)
    -1.4, -1.9, 0.4, 5.0, -5.7, 1.4, 10.5, 21.4, 0.6
- Cc1cc(/C=C2\C(=N)N3N=C(c4ccco4)SC3=NC2=O)c(C)n1Cc1ccccc1
    4.8, 5.6, 2.2, -6.3, -0.2, 0.4, -20.0, -6.2, -1.6
- COc1ccc(Cl)cc1NC(=O)c1ccco1
    -1.9, -0.3, -2.9, 3.7, 0.8, -0.1, 21.4, 13.5, -0.5
- CSc1ncc(CN2CCN(CC=C(C)C)C(CCO)C2)cn1 (centres undefined)
    -2.5, 0.9, -0.1, 6.1, -7.1, 1.1, 9.3, 31.4, 1.3
- C/C(=N\O)C1(C)N(O)C(C)(C)C(c2ccc(F)cc2)=[N+]1[O-] (centres undefined)
    -0.2, -0.1, 1.0, 4.2, 1.8, 0.7, 21.5, 14.4, -3.7
- CCOc1ccc(C(=O)NC(=S)N2CCN(c3ccc(C(F)(F)F)cc3[N+](=O)[O-])CC2)cc1
    -0.8, -1.3, 1.4, 4.4, 1.9, -0.3, 21.0, 43.0, -2.9
- Cc1ccc(C)c(-n2c(CNC(=O)c3ccco3)nnc2SCC(=O)N2CCc3ccccc32)c1
    -1.0, 0.0, -2.5, 3.8, 3.4, 0.5, -3.9, 18.1, -0.9
- CN(CC(=O)OCC(=O)NCC(F)(F)F)S(=O)(=O)c1ccc(Cl)cc1
    0.1, 0.0, 0.6, 0.2, -8.5, 0.2, -1.3, 6.1, -1.5
- O=C(NN/C(=N/S(=O)(=O)c1ccc(Cl)cc1)c1ccccc1)c1ccc(O)cc1
    -2.4, 0.0, 2.0, 8.3, -2.8, -0.1, 21.1, -53.0, 2.1
- COc1ccc(Cl)cc1NC(=O)C12CCC(C)(C(=O)O1)C2(C)C (centres undefined)
    2.8, -1.1, -0.9, 5.0, 0.7, -0.6, 12.2, 18.6, -2.2
- COc1ccc(Cl)cc1NC(=O)CN(c1ccccc1)S(=O)(=O)N(C)C
    -1.4, -0.8, 3.4, 1.6, 8.0, 0.3, 0.9, 4.8, -0.7
- COC(=O)C1=C(O)/C(=C\c2ccc(O)c(OC)c2)N=C1C
    -3.5, 1.8, 0.1, 2.7, 6.2, 0.7, 14.7, 11.5, -3.5
- C/C(=N\NC(=O)c1ccn[nH]1)c1cn(C)nc1C
    3.8, 0.9, 0.8, 7.9, -1.1, 1.5, 5.1, -19.4, 1.3
- CCCCn1c(CN2CCOCC2)nc2c1c(=O)n(C)c(=O)n2C
    3.3, 0.1, 1.2, 2.6, -4.1, 1.1, 5.1, ·, 0.6
- COC(=O)c1c(NC(=O)CN(c2ccccc2)S(C)(=O)=O)sc2c1CCCC2
    2.3, 2.1, 4.6, 8.2, -12.9, -0.4, -0.6, 57.6, 5.8
- CCOC(=O)c1ccc(N2C(=O)C(O)=C(C(C)=O)C2c2ccc(O)c(OC)c2)cc1 (centres undefined)
    2.0, 0.0, 2.3, 4.0, -10.9, 0.9, 2.9, 12.5, 3.4
- NS(=O)(=O)c1ccc(CCNC(=O)Nc2ccc(Cl)cc2)cc1
    -2.7, -0.8, -0.6, -3.0, -10.0, 1.2, 16.9, 21.4, -1.8
- O=C(CCc1ccccn1)N1CCCC(CNS(=O)(=O)c2cccs2)C1 (centres undefined)
    -2.7, -0.5, 0.7, -0.4, -9.1, 1.1, -11.8, -4.9, -2.9
- COc1ccccc1NC(=O)CS(=O)(=O)c1cn(CC(=O)N2CCOCC2)c2ccccc12
    1.8, -0.8, 0.1, -2.6, -3.6, 1.0, 33.5, 31.1, 0.4
- CC1CCCC(C)N1/N=C/c1ccc(Cl)cc1 (centres undefined)
    -1.5, -0.5, 0.8, 3.5, -0.7, 1.2, -15.5, -7.5, -2.1
- Cc1ccc(-c2cn3c(=O)cc(C)[nH]c3n2)cc1
    5.6, 1.0, -2.2, 9.3, 5.0, 0.3, 70.8*[5 µM], 18.2, -2.2
- O=C(CCCC(=O)OCC(F)(F)C(F)F)Nc1ccccc1F
    2.0, 1.2, -0.7, 3.0, -2.8, 0.8, 10.3, 25.3, 2.6
- Cc1ccc(NC(=O)COc2ccc(/C(N)=N/O)cc2)cc1C
    1.8, 0.3, -5.8, 5.2, -2.0, 0.3, 7.4, 4.0, 5.4
- COC(=O)c1c(NC(=O)CC2SCC(C(=O)OC)NC2=O)sc2c1CCCC2 (centres undefined)
    -1.1, 0.1, 0.1, 0.7, 0.2, 0.2, 9.2, 23.2, 6.2
- COc1ccccc1NS(=O)(=O)c1cc(NC(=O)c2cccs2)ccc1N1CCOCC1
    2.9, 3.6, -0.3, 0.2, -13.3, 0.2, 5.3, -14.9, 2.5
- Cc1ccc(SCCc2ccc(C)nc2)cc1
    -1.9, -1.3, 0.7, 8.6, -7.4, -0.4, 5.1, 43.6, 5.7
- O=C(Nc1ccc(N2CCOCC2)nc1)c1cccs1
    0.2, 1.2, -0.1, 2.4, -0.5, 0.5, 2.4, -2.1, 1.4
- O=c1[nH]c(Cc2ccc(Cl)cc2)nc2ccccc12
    -0.6, 0.0, 4.4, 2.4, -8.0, 0.8, 10.7, 11.2, -0.6
- C=CCNc1oc(COc2ccc(C)cc2)nc1C#N
    1.3, -2.4, -0.1, 1.8, 6.0, -1.2, 10.1, 25.1, 3.9
- CCn1cc(C(=O)N2CCOCC2)c(=O)c2cc(S(=O)(=O)N(C)C)ccc21
    1.6, -0.1, -0.1, -6.0, -2.7, 0.2, 11.5, 40.5, -3.8
- CC(=O)c1ccc(-n2c(C)ccc2-c2ccccc2)cc1
    1.1, -0.1, -0.3, 4.7, -4.9, 0.0, -13.7, 38.3, -0.2
- Cc1cnc(NC(=O)CSc2c(Cl)cccc2Cl)s1
    1.4, 0.3, -0.7, 2.4, -4.0, -0.3, 14.6, 74.4*, 0.9
- CN1CCN(c2ccccc2NC(=O)c2ccc(-c3cccc([N+](=O)[O-])c3)o2)CC1
    0.7, 2.5, 4.5, 6.7, -10.5, 0.7, 8.2, 12.5, 3.2
- O=C(C[n+]1cc(-c2ccccc2)n2c1CCC2)N1c2ccccc2Sc2ccccc21
    0.6, -0.5, 0.8, 6.3, -6.8, 0.2, 13.9, 18.4, 0.0
- Clc1ccc(-c2noc(CSc3nnc(Cc4cccs4)n3-c3ccccc3)n2)cc1
    3.4, 0.8, -0.2, 4.3, -12.8, 1.4, -9.6, 81.0*, 3.8
- O=C1N(c2ccc3c(c2)OCCO3)C(c2ccccc2)C1(F)F (centres undefined)
    -2.9, -2.4, 0.7, -0.7, -4.6, -1.2, 14.5, 1.6, -3.0
- CCOC(=O)C(O)(CC(=O)c1ccc(Cl)cc1)C(=O)OCC
    -1.2, 0.9, 2.2, 1.2, -5.3, 0.2, -5.5, -8.1, -4.9
- C=CCN(CC(=O)NCc1ccccc1)C(=O)c1csnn1
    0.2, -0.2, 0.4, -1.4, -5.5, 0.3, 3.0, -7.6, -3.1
- CC1Cc2ccccc2N1C(=O)CSc1nc2ccccc2n1CC(=O)N1CCOCC1 (centres undefined)
    -0.7, 0.2, -1.2, 3.6, 0.2, -0.3, 21.6, -6.3, -2.3
- Cc1ccc(S(=O)(=O)CCC(=O)OCc2ccc(Cl)c(Cl)c2)cc1
    2.6, -0.1, 4.3, 4.6, -10.6, -0.4, 0.5, 28.7, 3.5
- COc1cc(Cl)c(C)cc1NC(=O)c1ccc(S(C)(=O)=O)cc1
    -0.8, 0.0, 1.4, 2.1, -1.9, -0.7, 32.8, 22.5, -0.8
- CC(C)c1ccc(/C=C(\c2nc3ccccc3[nH]2)S(=O)(=O)c2ccccc2)cc1
    -0.4, -1.0, -23.4, 8.8, -3.7, -1.2, 7.0, 33.1, -3.3
- COC(=O)c1c(C)n(-c2ccc(C)cc2)c2ccc(O)cc12
    -0.6, -1.6, -2.8, 10.8, -4.2, 0.1, 6.7, 51.4, 5.7
- O=C(NCc1ccc(F)cc1)c1cc(S(=O)(=O)N2CCOCC2)ccc1F
    -1.6, -0.1, 0.3, 0.5, 3.7, 0.8, 16.3, 21.7, -2.8
- Cc1cccc(NC(=S)NNC(=O)CCn2cc(C)cn2)c1
    -0.5, 1.1, -3.8, 7.5, -6.1, -0.3, 15.0, 4.2, 1.7
- Cc1cc(/C=N/NC(N)=O)c(C)n1C1CCCCC1
    5.0, 0.5, -2.0, 10.3, -6.5, 0.3, 21.4, -0.7, 6.7
- COc1cc(NC(=S)NCCCN2CCOCC2)cc(OC)c1OC
    2.9, 0.8, -0.6, 4.1, -7.7, 0.6, 4.9, -9.5, 3.0
- Cc1cc(C)c2[nH]c(C(=O)Nc3ccc4c(c3)OCO4)cc2c1
    -1.3, 2.4, -0.5, 1.7, 7.7, 0.7, 7.1, -2.5, 0.8
- Cc1ccc2cc(C#N)c(N3CCCN(S(=O)(=O)c4ccc(F)cc4)CC3)nc2c1
    -2.7, -0.7, -1.6, 3.3, -8.1, 0.3, 12.5, 4.9, -0.9
- CCOc1ccc(OCc2cccc(C(=O)N/N=C/c3cccnc3)c2)cc1
    -1.9, -0.2, 0.8, 10.4, -9.9, 0.3, 41.2, 23.2, 1.2
- O=C(c1ccco1)N1CCN(CC(O)Cn2c3ccccc3c3ccccc32)CC1 (centres undefined)
    -3.1, 2.5, -0.4, 4.0, 3.7, 0.9, -16.7, 32.2, -2.1
- CC(NC(=O)/C(=C\c1cccc([N+](=O)[O-])c1)NC(=O)c1ccco1)C(=O)O (centres undefined)
    -0.5, 1.0, -1.6, 0.1, 4.4, 0.9, ·, 22.3, -2.1
- CC(=O)NNS(=O)(=O)c1ccccc1[N+](=O)[O-]
    -2.7, -1.1, 1.0, -1.4, -7.8, 0.7, 5.7, 12.4, -3.2
- COc1nccnc1NS(=O)(=O)c1ccc(N=Cc2c(C)[nH]n(-c3ccccc3)c2=O)cc1
    -1.6, -0.2, -1.2, 6.3, -3.0, 0.7, 4.7, 16.2, 0.2
- CN(C)c1ccc(-c2ccccc2)nn1
    2.1, 0.6, -1.4, 6.4, 2.7, 0.4, 12.2, 0.2, 2.5
- COC(=O)c1c(NC(=O)CC2Nc3cc(C)c(C)cc3NC2=O)sc(C)c1C (centres undefined)
    0.2, 1.7, 3.0, 7.0, -4.0, 0.4, 7.9, 21.1, -0.1

Bioassay records: PubChem BioAssay, several laboratories

Outcome played no part in choosing rows. About 6.8% of those tested had a hit in this group.
